TAAR1 antagonist: human TAAR1 antagonists, primary screen, Fluo-8 calcium fluorescence, CHO RD-HGA16 cells | AID 624466, 2012 | Trace amine-associated receptor 1 (Homo sapiens), Q96RJ0 | inhibition, % at 3 µM | 360,000 compounds, 1.5% hits | antagonist;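 active = inhibition above a per-plate cutoff, the mean inhibition of test compounds on that plate plus 3 SD, cut at about 49% in these data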;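 also: 0% = DMSO plus EC80 beta-PEA response and 100% = DMSO alone without agonist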
Target sequence (Q96RJ0 whole entry, looked up): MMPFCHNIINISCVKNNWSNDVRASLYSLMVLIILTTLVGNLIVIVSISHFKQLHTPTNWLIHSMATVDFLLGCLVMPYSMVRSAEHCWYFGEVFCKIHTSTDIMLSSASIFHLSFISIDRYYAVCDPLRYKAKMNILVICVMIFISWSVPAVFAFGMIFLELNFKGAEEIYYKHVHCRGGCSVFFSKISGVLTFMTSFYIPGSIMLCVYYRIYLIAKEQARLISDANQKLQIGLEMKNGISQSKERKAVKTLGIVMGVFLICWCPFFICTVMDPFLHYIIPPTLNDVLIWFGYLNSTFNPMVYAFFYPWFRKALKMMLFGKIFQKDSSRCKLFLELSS
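System: CHO RD-HGA16 cells bearing hTAAR1. Reagent: EC80 β-phenethylamine stimulus. Schedule: seeding 17-24 h prior, 75-min 37 °C, 30-min RT dye loading. Signal: Fluo-8 intracellular calcium dye fluorescence, real-time kinetic reads. Read-out: % inhibition from peak post-agonist over basal fluorescence ratio. Benchmarks: vehicle wells and EC80 agonist wells. Replicates: n of 1.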
CHO-K1 Ca antag: M1 antagonist counterscreen hit in parental CHO-K1 cells. ATP-induced calcium, Fluo-8 fluorescence. inhibition, % at 3 µM. 360,000 compounds, 0.6% hits;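 active = inhibition above a per-plate cutoff, the plate's mean sample inhibition plus 3 SD, cut at about 24% in these data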;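 also: 0% = DMSO plus EC80 ATP and 100% = DMSO alone without ATP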
M1 ag: human M1 muscarinic receptor agonists, primary screen, Fluo-8 calcium fluorescence, CHO-K1 cells, HTS. Muscarinic acetylcholine receptor M1 (Homo sapiens), P11229. CHO-K1 hM1, agonist mode; 0% DMSO, 100% acetylcholine EC100. activation, % at 3 µM. 360,000 compounds, 0.33% hits;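 active = activation above the run's mean compound activation plus 3 SD, cut at about 16% in these data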;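 also: peak over basal fluorescence ratio within a 140 s kinetic read after compound addition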
V1aR counter: agonists of human V1a receptor, primary screen, counter-screen for OXTR agonist project, fluorescence, CHO-V1R cells | Vasopressin V1a receptor (Homo sapiens), P37288 | Fluo-8 calcium fluorescence, agonist mode; 0% DMSO, 100% 3 nM vasopressin | activation, % at 3 µM | 320,000 compounds, 0.25% hits | AID 2797, 2010;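 active = activation above the mean activation of all tested compounds plus 3 SD, per screening run, cut at about 20% in these data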;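 also: signal is peak over basal fluorescence ratio across a 100 second FLIPR read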
Target sequence (P37288 whole entry, looked up): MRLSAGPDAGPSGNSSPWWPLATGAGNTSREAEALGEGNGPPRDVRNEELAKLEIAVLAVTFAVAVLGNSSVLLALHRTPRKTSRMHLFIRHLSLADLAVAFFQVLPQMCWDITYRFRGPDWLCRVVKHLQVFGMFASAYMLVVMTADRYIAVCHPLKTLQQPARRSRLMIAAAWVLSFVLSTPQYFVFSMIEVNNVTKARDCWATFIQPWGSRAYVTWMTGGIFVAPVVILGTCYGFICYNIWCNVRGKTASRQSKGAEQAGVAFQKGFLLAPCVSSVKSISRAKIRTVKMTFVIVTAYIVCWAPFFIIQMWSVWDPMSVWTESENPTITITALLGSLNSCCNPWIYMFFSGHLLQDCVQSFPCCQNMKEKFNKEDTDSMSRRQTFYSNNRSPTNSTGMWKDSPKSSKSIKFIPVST
CHO parental Ca: ATP-evoked calcium signal inhibitors, parental CHO, primary screen, counter-screen for OX1R antagonist project, cell-based, fluorescence, Fluo-8 calcium dye | parental CHO-K1, ATP-induced calcium, Fluo-8 fluorescence | inhibition, % at 5.6 µM | 330,000 compounds, 0.63% hits;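 active = inhibition above that plate's mean sample inhibition plus 3 SD, cut at about 26% in these data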;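 also: 0% = ATP-challenged DMSO wells and 100% = DMSO wells without ATP; some compounds past the cut are filed as inactive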
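Test system: parental CHO cells; detection: calcium-sensitive Fluo-8 fluorescence; evaluation: percent inhibition of calcium signal; also added: ATP as calcium-mobilizing challenge; repeats: one well per compound; control set: ATP-challenged DMSO wells low, unchallenged DMSO wells high; compound: single nominal dose of 5.6 µM per compound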
CHO-K1 Ca PAM: nonselective calcium activators in parental CHO-K1 cells, primary screen, counter-screen for M1 PAM project, cell-based, Fluo-8 calcium fluorescence, full deck, 1536-well; activation, % at 3 µM; 360,000 compounds, 0.02% hits; ATP EC20; 0% at ATP EC20, 100% at ATP max;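 active = activation above the run cutoff, the mean activation of all test compounds plus 3 SD, cut at about 40% in these data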;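 also: peak over basal fluorescence ratio in a 140 s read after ATP addition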
M1 ag parental: counter-screen for M1 agonists: effect in parental CHO-K1 cells; Fluo-8 calcium fluorescence; scaled to maximal ATP response, vehicle zero; activation, % at 3 µM; 360,000 compounds, 0.48% hits; AID 602248, 2012; in the data active = activation above about 15%;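 also: untransfected CHO-K1 host cells lacking M1 receptor as counterscreen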
OXTR potentiator: human OXTR potentiators, primary screen, fluorescence, CHO-OTR cells, Fluo-8 calcium. 320,000 compounds, 0.061% hits. Fluo-8 calcium fluorescence, potentiator mode; 0% = oxytocin EC15, 100% = EC100. Oxytocin receptor (Homo sapiens), P30559. activation, % at 3 µM. AID 2445, 2010;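 active = activation above that plate's cutoff, the mean activation of tested compounds plus 3 SD, cut at about 6.6% in these data, passing the limit was not always enough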;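 also: 100% uses oxytocin at 75 nM as the full agonist control; some results filed as inactive read as strong as hits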
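test system = CHO-OTR cells, human receptor | compound = single-point 3.0 µM | schedule = 6 min compound pre-incubation at room temperature, 100 s kinetic read | signal = Fluo-8 no-wash calcium dye fluorescence, excitation 470-495 nm, emission 515-575 nm | repeats = single well per compound, singlicate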
TAAR1 agonist: human TAAR1 agonists, primary screen, Fluo-8 calcium fluorescence, CHO RD-HGA16 cells. activation, % at 3 µM. Trace amine-associated receptor 1 (Homo sapiens), Q96RJ0. 360,000 compounds, 0.99% hits. vehicle wells 0%, saturating PEA agonist 100%;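 active = activation above the mean activation of all test compounds in the run plus 3 SD, cut at about 38% in these data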
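test system = CHO RD-HGA16 cells carrying human TAAR1 plus Gα16 | schedule = 17-24 h seeding, 75 min 37 °C dye, 30 min RT | compound dosing = 3 µM single concentration | control set = DMSO and PEA EC100 | replicates = n 1 | signal = Fluo-8 fluorescence, 5 s baseline then 140 s kinetic read | measure = percent activation vs PEA EC100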
Numbers without * were called inactive; / = no result given.

mol,TAAR1 antagonist,CHO-K1 Ca antag,M1 ag,V1aR counter,CHO parental Ca,CHO-K1 Ca PAM,M1 ag parental,OXTR potentiator,TAAR1 agonist
Cc1c(C=O)c2ccccc2n1CC(=O)NCc1ccc2c(c1)OCO2,16,-4,-3,5.9,-11,12,4.5,-15,6
COc1ccc([N+](=O)[O-])cc1N(CC(=O)NCCC1=CCCCC1)S(C)(=O)=O,1,-10,-5,-1.1,-9,14,0.3,4,1
Cc1ccc(Cl)cc1N1CCN(CC(=O)Nc2ccc3[nH]c(=O)[nH]c3c2)CC1,-5,-4,-4,5.9,3,23,1.9,-6,4
CCC(=O)Nc1nc(C)c(-c2csc(Nc3ccc(C(=O)O)cc3)n2)s1,-10,-11,-4,/,/,12,0.2,/,-1
Cc1noc(C)c1S(=O)(=O)N1CCC(C(=O)N2CCC(N3CCCCC3)CC2)CC1,-8,2,-13,0.4,-3,-4,-0.4,-6,2
CSCCC(NC(=O)c1ccc(C(C)(C)C)cc1)C(=O)OCC(=O)N1CCCC1=O (configuration not stated),1,10,-9,2.0,5,3,-0.5,-10,0
CCOc1ccc(-n2c(N)c(C(=O)NCc3ccco3)c3nc4ccccc4nc32)cc1,/,-5,2,-0.3,-19,5,0.5,-13,/
Cc1cccc(CS(=O)(=O)Cc2ccc(C(=O)NC3CCCCC3)o2)c1,-12,7,-2,3.0,-25,2,0.7,-8,3
Cc1cc(C)c(S(=O)(=O)NCCCn2ccnc2)c(C)c1,-11,0,-5,3.0,-7,8,1.9,-2,4
COc1cccc2c1SCc1ccccc1C2CC(N)=O (configuration not stated),-46,-8,-3,1.2,-8,13,0.4,-1,8
Cc1noc(C)c1COc1ccc(C(=O)OCC(=O)NCCN2C(=O)CSC2=O)cc1,1,-6,-10,-0.4,5,17,0.7,-6,10
CN(C)CCN(C(=O)c1ccc(S(=O)(=O)N(C)c2ccccc2)cc1)c1nc2cc3c(cc2s1)OCCO3,-4,-11,-5,0.4,-4,12,0.2,-12,-2
CCN(C(=O)CSc1ncccn1)c1cccc2ccccc12,13,-14,-3,1.3,-14,13,1.0,-5,5
CC(C)C(NS(=O)(=O)c1ccccc1)C(=O)OCc1cc([N+](=O)[O-])cc2c1OCOC2 (configuration not stated),-20,-9,-10,0.3,-5,22,2.0,0,1
CCc1ccc2oc(C(=O)Nc3nonc3C)c(C)c2c1,-42,-7,-5,-1.4,-12,4,1.4,2,-1

As a short view, some entries already given:
mol,TAAR1 antagonist,CHO-K1 Ca antag,M1 ag,V1aR counter,CHO parental Ca,CHO-K1 Ca PAM,M1 ag parental,OXTR potentiator,TAAR1 agonist
Cc1c(C=O)c2ccccc2n1CC(=O)NCc1ccc2c(c1)OCO2,16,-4,-3,5.9,-11,12,4.5,-15,6
COc1ccc([N+](=O)[O-])cc1N(CC(=O)NCCC1=CCCCC1)S(C)(=O)=O,1,-10,-5,-1.1,-9,14,0.3,4,1
Cc1ccc(Cl)cc1N1CCN(CC(=O)Nc2ccc3[nH]c(=O)[nH]c3c2)CC1,-5,-4,-4,5.9,3,23,1.9,-6,4
CCC(=O)Nc1nc(C)c(-c2csc(Nc3ccc(C(=O)O)cc3)n2)s1,-10,-11,-4,/,/,12,0.2,/,-1

The list goes on:
mol,TAAR1 antagonist,CHO-K1 Ca antag,M1 ag,V1aR counter,CHO parental Ca,CHO-K1 Ca PAM,M1 ag parental,OXTR potentiator,TAAR1 agonist
O=C(CCC1COc2ccccc2O1)NCc1ccco1 (configuration not stated),0,-1,-3,0.3,6,11,0.3,-3,-1
O=S(=O)(Nc1ccccc1-c1ccccc1)c1ccccc1,2,-23,-7,/,/,21,0.5,/,-1
NC(=O)N/N=C/c1ccc(-c2ccc(S(=O)(=O)Nc3ncccn3)cc2)o1,14,16,-1,/,/,3,1.2,/,0
Cc1cccc(N2C(=O)CS/C2=N\NC(=O)c2cccnc2)c1C,-14,3,-3,0.1,-10,4,0.1,-7,4
COc1ccc(-c2nnn(CC(=O)NCCc3ccc(OC)c(OC)c3)n2)cc1,-30,-21,-4,0.8,-2,24,2.2,0,2
COC(=O)c1ccc(/C(O)=C(\C#N)c2nc3ccccc3s2)cc1,-1,-18,12,9.6,7,13,4.0,-9,12
CN(C(=O)c1cc2ccccc2oc1=O)C1(C)CCS(=O)(=O)C1 (configuration not stated),-1,7,-4,1.5,-18,12,1.1,3,6
COc1ccc(N=c2oc3c(OC)cccc3cc2C(=O)NCc2ccco2)c(OC)c1,/,-9,-5,-1.1,-14,15,1.5,-5,/
CC(=O)OC[C@]12CC[C@H]3[C@@](C)(CC[C@H]4C(C)(C)CCC[C@]34C)[C@@H]1CC(C1=CC(=O)OC1O)O2 (some centres not stated),60*,17,-4,/,/,8,1.6,/,1
CCOC(=O)C1(Cc2cccc(OC)c2)CCN(Cc2cccc(OC)c2OC)CC1,12,0,-12,6.2,-20,14,6.6,-20,2
CCN(CC(=O)NCCc1ccccc1)S(=O)(=O)c1ccc(C)cc1,0,-20,-6,0.5,-19,28,1.5,-4,0
COc1ccc(N2CCN(C(c3cc(OC)ccc3OC)c3nnnn3Cc3ccco3)CC2)cc1 (configuration not stated),20,6,-5,-0.2,-10,-1,-0.8,-2,8
Cc1cc2c(o1)CC(C)(C)CC2=O,-9,-17,-2,0.4,-6,21,0.0,-7,4
COCc1ccc(C(=O)N(C)CC2CCCN(CCc3ccccc3F)C2)o1 (configuration not stated),-8,-14,-5,0.5,-20,8,-0.1,-1,1
Cc1ccc(C(CNC(=O)Nc2ccc(Cl)cc2)N2CCN(C)CC2)cc1 (configuration not stated),-16,1,-1,3.6,-14,3,0.8,-3,10

Whole records from above:
Profile of Cc1ccc(Cl)cc1N1CCN(CC(=O)Nc2ccc3[nH]c(=O)[nH]c3c2)CC1 = TAAR1 antagonist = -5; CHO-K1 Ca antag = -4; M1 ag = -4; V1aR counter = 5.9; CHO parental Ca = 3; CHO-K1 Ca PAM = 23; M1 ag parental = 1.9; OXTR potentiator = -6; TAAR1 agonist = 4
Profile of COCc1ccc(C(=O)N(C)CC2CCCN(CCc3ccccc3F)C2)o1 (configuration not stated) = TAAR1 antagonist = -8; CHO-K1 Ca antag = -14; M1 ag = -5; V1aR counter = 0.5; CHO parental Ca = -20; CHO-K1 Ca PAM = 8; M1 ag parental = -0.1; OXTR potentiator = -1; TAAR1 agonist = 1

Following part.
mol,TAAR1 antagonist,CHO-K1 Ca antag,M1 ag,V1aR counter,CHO parental Ca,CHO-K1 Ca PAM,M1 ag parental,OXTR potentiator,TAAR1 agonist
CC(=O)NC1C(=O)N=C(SCC(=O)Nc2sc3c(c2C#N)CCCCCC3)NC1=O (configuration not stated),-1,-12,-2,-0.2,3,19,0.8,-19,8
CC(C)CC(=O)Nc1cc(C(F)(F)F)ccc1N1CCOCC1,-16,-8,-3,-1.2,-6,15,-0.1,0,-2
CC1(c2ccc([N+](=O)[O-])cc2)NC(=O)N(CC(=O)c2ccc3c(c2)OCO3)C1=O (configuration not stated),47,7,37*,23*,20,-15,30*,-20,90*
Cc1ccc(C)c(NC(=O)CN(C)C(=O)c2cccc(N3C(=O)CCC3=O)c2)c1,-23,-11,-3,-0.4,-9,-5,0.1,-7,1
Cc1nn(C)c(C(=O)Nc2c(C)nn(Cc3c(F)c(F)c(F)c(F)c3F)c2C)c1Br,8,-10,2,/,/,-16,3.0,/,5
COc1ccc(C(C)(NC(C)=O)c2nc(-c3cccc(F)c3)cs2)cc1 (configuration not stated),-15,0,-4,/,/,2,0.1,/,-1
CCOC(=O)c1sc(-c2cccs2)nc1C,-14,-9,-2,-0.3,-13,5,1.0,-13,1
C=CCNC(=O)NC(=O)COC(=O)c1cccnc1SC,-17,13,1,0.3,-8,1,0.6,-10,12
CC(C(=O)NCCSCc1cccc(Cl)c1)N(c1ccccc1)S(C)(=O)=O (configuration not stated),-16,-13,-4,1.1,-13,14,3.0,-16,7
O=C(Nc1cc(Br)ccc1O)C1CC(c2ccccc2Cl)=NO1 (configuration not stated),15,-16,-3,/,/,24,0.1,/,-1
CCOC(=O)N1CCC(NC(=O)Cc2ccccc2)CC1,-15,-2,-4,0.8,2,14,0.6,2,8
